# Assay outcomes from PubChem.
# Runt-SMMHC FRET: inhibitors of RUNX1 Runt–CBFb-SMMHC binding, primary screen, biochemical, FRET, Cerulean-Runt, Venus-CBFb-SMMHC, uHTS | inhibition, % at 20 µM | Runt-related transcription factor 1 (Homo sapiens) + Core-binding factor subunit beta … | 220,000 tested, 0.74% active | AID 1434, 2008 | Cerulean-Runt/Venus-CBFb-SMMHC FRET ratio 530/480, 1 h;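 active = mean inhibition across duplicate retests at 20 µM reaching about 50%, limit read from the data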;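 note: 0% = DMSO wells and 100% = wells with excess untagged CBFb-SMMHC; inhibitors lower the FRET ratio by blocking Runt binding to CBFb-SMMHC; some results filed as inactive read as strong as hits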
# zVAD death inh: inhibitors of zVAD-triggered necroptosis, primary screen, L929 cells; L929 zVAD necroptosis rescue, ATP luminescence, 24 h; with zVAD 60 µM; viability rescue, % at 10 µM; 220,000 tested, 0.38% active; AID 1377, 2008;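 active = activation, scaled between plate controls, above about 75%, limit read from the data; inactive = activation under that limit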;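 note: 0% = zVAD with DMSO and 100% = DMSO alone without zVAD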
# Hck Nef HTS: inhibitors of Nef-activated human Hck kinase, primary screen, biochemical, Z-Lyte FRET, 384-well, Hck-YEEI. 220,000 tested, 0.68% active. inhibition, % at 20 µM. Tyrosine-protein kinase HCK (Homo sapiens), P08631. AID 463187, 2010. Recombinant Hck-YEEI plus Nef, Z-Lyte FRET kinase assay;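 active = Hck-Nef kinase inhibition above about 50%, limit read from the data; inactive = inhibition below that limit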;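 note: 0% = DMSO with Hck plus Nef and 100% = Hck alone without Nef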
# Mdm2 ligase inh: MDM2-luciferase reporter signal enhancers, primary screen, MDM2 E3 ligase inhibitor project, cell-based, luminescence, 1536-well. E3 ubiquitin-protein ligase Mdm2 (Homo sapiens), Q00987. cell-based MDM2 ubiquitination luciferase reporter, 2 h; 0 = plate control, 100 = twice control, blank-subtracted. signal enhancement, % at 5 µM. 210,000 tested, 0.11% active. AID 1230, 2008;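 active = signal enhancement of 30% or more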;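 note: luminescence tracks abundance of the self-degrading MDM2-luciferase fusion protein; higher signal means inhibition of MDM2 E3 ligase activity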
# Target sequence (Q00987 whole entry, looked up, the tested form may be a part): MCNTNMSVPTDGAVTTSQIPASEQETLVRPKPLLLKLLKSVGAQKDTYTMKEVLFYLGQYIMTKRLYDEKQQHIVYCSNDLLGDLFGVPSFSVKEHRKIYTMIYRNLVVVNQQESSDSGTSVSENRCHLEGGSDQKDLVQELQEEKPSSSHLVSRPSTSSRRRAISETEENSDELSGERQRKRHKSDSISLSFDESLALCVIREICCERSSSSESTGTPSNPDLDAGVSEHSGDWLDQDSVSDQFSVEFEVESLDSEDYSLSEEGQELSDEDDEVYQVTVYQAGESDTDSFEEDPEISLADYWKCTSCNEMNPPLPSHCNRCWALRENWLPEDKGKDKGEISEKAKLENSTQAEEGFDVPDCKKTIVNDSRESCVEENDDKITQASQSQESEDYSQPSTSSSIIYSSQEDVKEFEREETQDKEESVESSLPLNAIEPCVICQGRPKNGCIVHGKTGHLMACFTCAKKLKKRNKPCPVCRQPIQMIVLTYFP
#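 Material: stable MDM2–luciferase fusion reporter cells / Quantity: 2000 cells/well / Dosing: single 5 µM compound dose, 0.2% final DMSO / Buffer or medium: DMEM / Schedule: 4 h cell settling then 2 h compound exposure, 37 °C / Detection: luminescence with SteadyLite reagent, 15 min at room temperature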
# TbHK1 inh: Trypanosoma brucei hexokinase 1 inhibitors, primary screen, biochemical, G6PDH-coupled NADH absorbance, MLSCN library. hexokinase 1 [Trypanosoma brucei]. recombinant TbHK1, G6PDH-coupled NADH A340. inhibition, % at 10 µM. 220,000 tested, 0.11% active;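 active = inhibition of 50% or more in the single-dose primary screen; inactive = inhibition below 50%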
# 14-3-3 Bad PPI: inhibitors of 14-3-3 zeta/Bad binding, primary screen, biochemical, TR-FRET, bovine 14-3-3 zeta | 14-3-3 protein zeta/delta (Bos taurus), P63103 | TR-FRET 14-3-3zeta/Dy647-pBad peptide displacement, 1 h | inhibition, % at 21.7 µM | 220,000 tested, 0.71% active | AID 781, 2007;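 active = inhibition above about 70%, limit read from the data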;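 note: 0% = full 14-3-3 plus peptide FRET controls and 100% = background without 14-3-3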
# EBV gp42 inh: Epstein-Barr virus gp42 inhibitors, primary screen, biochemical, uHTS, fluorescence polarization. Glycoprotein 42 (Epstein-Barr virus (strain AG876)), Q1HVG2. Fluorescence polarization binding assay, mP read-out. inhibition, % (tested at 21.74 µM). 220,000 tested, 0.42% active. AID 1085, 2008; in the data active = inhibition above about 50%
# Target sequence (Q1HVG2 whole entry, looked up): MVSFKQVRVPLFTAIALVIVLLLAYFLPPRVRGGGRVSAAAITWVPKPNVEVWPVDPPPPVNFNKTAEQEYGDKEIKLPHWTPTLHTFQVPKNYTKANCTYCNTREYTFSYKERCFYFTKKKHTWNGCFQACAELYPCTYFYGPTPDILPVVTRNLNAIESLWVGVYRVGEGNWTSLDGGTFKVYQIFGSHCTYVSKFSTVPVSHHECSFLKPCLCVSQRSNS
# NCF1 inh: p47phox/p22phox peptide binding inhibitors, primary screen, biochemical, uHTS, NADPH oxidase regulatory subunit; Neutrophil cytosol factor 1 (Homo sapiens), P14598; fluorescence polarization, 2 h; inhibition, % at 24.7 µM; 220,000 tested, 0.53% active; AID 1274, 2008;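 active = inhibition above about 30%, limit read from the data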;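 note: 0% = p47phox with labelled peptide and 100% = labelled peptide alone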
# Target sequence (P14598 whole entry, looked up): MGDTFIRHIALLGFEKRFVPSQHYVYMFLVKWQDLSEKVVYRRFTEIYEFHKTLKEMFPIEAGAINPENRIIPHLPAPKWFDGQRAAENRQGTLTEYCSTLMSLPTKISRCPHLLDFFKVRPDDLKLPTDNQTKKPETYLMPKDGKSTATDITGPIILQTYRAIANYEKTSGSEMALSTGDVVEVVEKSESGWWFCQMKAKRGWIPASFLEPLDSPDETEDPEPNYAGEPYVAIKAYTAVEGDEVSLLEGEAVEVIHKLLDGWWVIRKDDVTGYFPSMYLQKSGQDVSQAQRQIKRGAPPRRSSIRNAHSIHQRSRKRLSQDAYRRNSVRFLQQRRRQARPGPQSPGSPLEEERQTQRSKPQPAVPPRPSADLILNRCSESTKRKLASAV
# Runt-CBFb FRET: inhibitors of RUNX1 Runt–CBFb binding, primary screen, biochemical, FRET, Cerulean-Runt, Venus-CBFb, uHTS | Cerulean-Runt/Venus-CBFb FRET ratio 530/480, 1 h | Runt-related transcription factor 1 (Homo sapiens) + Core-binding factor subunit beta … | inhibition, % at 20 µM | 220,000 tested, 0.46% active;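 active = inhibition over about 50% at 20 µM in the single-dose screen, limit read from the data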;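 note: 0% = DMSO wells and 100% = excess unlabeled CBFb competitor control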
#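 System: Cerulean-labeled Runt domain protein | Quantity: 100 nM of each labeled protein | Schedule: 1 h compound exposure, room temperature | Detection: Fluorescence energy transfer, 422 nm excitation, 530/480 nm emission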
# * marks the source's active call; other numbers are inactive results; · = not tested or not shown; [ ] = dose if it differs, or a comment. Compounds were not picked by outcome; 3.2% or so of the library scored in one or more.
mol	Runt-SMMHC FRET	zVAD death inh	Hck Nef HTS	Mdm2 ligase inh	TbHK1 inh	14-3-3 Bad PPI	EBV gp42 inh	NCF1 inh	Runt-CBFb FRET
O=C(O)CCn1c(=O)[nH]c2ccccc2c1=O	-2	0.8	4	-6	2	11	-18	1	-1
CCN(CC)S(=O)(=O)c1ccc(/C=C/C(=O)Nc2ccc(F)cc2F)cc1	0	5.7	1	-12	-4	8[fluorescence artefact?]	5	2	0
O=C(CSc1nc2cc(Cl)ccc2s1)NC1CCCc2ccccc21 (stereo not given)	4	0.5	1	-4	3	-29	-26	-22	0
O=C(COc1ccccc1)N1CCc2ccccc2C1	15	-0.2	0	-1	-5	2	-3	-14	0
COC(=O)Nc1nnc(/C=C/c2ccccc2)s1	5	0.6	6	-2	10	2[fluorescence artefact?]	0	-11	-3
Nc1nc(N2CCN(C(=O)c3ccco3)CC2)nc2ccccc12	-1	-1.4	-10	-2	-6	40[fluorescence artefact?]	-10	-6	-1
CC(C)[C@H](NC(=O)c1ccco1)C(=O)OCC(=O)N1CC(=O)Nc2ccccc21	1	0.0	24	-6	5	-21	-11	-3	0
Cn1c(=O)cc(SCC(=O)NCCC2=CCCCC2)c2cc(Cl)ccc21	-4	0.3	1	10	-11	11	-21	-14	-10
CCCCN(C)CCCNC(=O)CC1Oc2ccccc2NC1=O (stereo not given)	-1	1.2	13	-16	-1	0[fluorescence artefact?]	-14	-7	1
Cc1cc(Cl)c(S(=O)(=O)NCc2cccnc2)cc1OCC(N)=O	2	0.5	-1	-7	1	3	5	-8	0
O=C(O)[C@H]1CCCC[C@H]1C(=O)Nc1cc([N+](=O)[O-])ccc1F	-8	0.7	0	-13	-2	-8	-19	3	-1
CCOC(=O)Cc1ccc(NS(=O)(=O)c2ccc(SC)cc2)cc1	-2	0.5	2	-1	10	13	10	-9	-2
O=C(CNS(=O)(=O)c1ccccc1)NCC(=O)OCc1ccc(Cl)cc1	-3	0.1	11	-2	-8	0	-20	1	-1
CC(C)C(=O)NC(NC(=S)Nc1ccc(S(N)(=O)=O)cc1)C(Cl)(Cl)Cl (stereo not given)	1	1.1	1	-9	28	-19	-3	-12	2
CC(C(=O)N1CCN=C1c1ccccc1)N1C(=O)c2ccccc2C1=O (stereo not given)	0	-0.8	17	-10	-8	-2	-11	-8	0
CS(=O)(=O)N(CC(=O)Nc1ccccc1C(=O)NCc1ccccc1)c1ccc2c(c1)OCCO2	-1	0.2	2	-9	-3	-2	-23	-17	0
CN(C)S(=O)(=O)N1CCC(CO)(Cc2cccc(C(F)(F)F)c2)CC1	2	1.5	14	-8	2	-4	-5	11	-5
CCN(CC)CCCNC(=O)Cn1nc(-c2ccccc2)ccc1=O	4	-0.2	2	-31	0	-16[fluorescence artefact?]	-18	-12	-1
O/N=C/c1cn(-c2ccc(Cl)cc2)nn1	-5	2.8	16	-7	-2	-8	-11	-6	-1
O=C(CCCOc1ccccc1)Nc1nncs1	-2	0.0	0	6	-3	-7	-17	-14	-1
Cc1c(N(C)C(=O)c2ccccc2F)c(=O)n(-c2ccccc2)n1C	1	0.6	-1	2	8	-7	-3	-3	-1
COc1ccc(-c2[nH]ncc2/C=N\NS(=O)(=O)c2ccc(Cl)cc2)cc1	2	0.3	2	-4	-4	0	-4	-6	-1
COc1cc(C=O)ccc1OCC(=O)N1CCOCC1	-2	0.3	0	-5	-4	-4	-11	-4	-1
O=C(CCn1nc(-c2ccccc2)c2ccccc2c1=O)Nc1cccnc1	1	-0.8	15	-5	-5	-5	-12	-7	0
O=c1[nH]c2ccc(NC(=S)Nc3ccc(F)cc3)cc2[nH]1	2	-0.1	8	-12	-8	-2	-14	1	11

# Further records follow.
mol	Runt-SMMHC FRET	zVAD death inh	Hck Nef HTS	Mdm2 ligase inh	TbHK1 inh	14-3-3 Bad PPI	EBV gp42 inh	NCF1 inh	Runt-CBFb FRET
C=CCNC(=O)Nc1ccc2nc(C)sc2c1	4	0.9	12	-4	3	-7	-2	0	1
Cn1cc(S(=O)(=O)N2CCCC(C(=O)O)C2)cn1 (stereo not given)	-2	3.5	-20	-22	3	-9	-15	0	-2
CCCCn1ccnc1C(=O)c1ccc(S(=O)(=O)N2CCCC2)cc1	2	0.8	7	-14	-22	-2	-3	-2	0
COCC(=O)Nc1cc(Cl)ccc1C	-2	-0.5	5	-5	-1	-1	-1	-9	3
O=C(COC(=O)c1cc(S(=O)(=O)NCc2ccccc2)ccc1O)c1cc2ccccc2o1	-3	0.1	6	-20	1	3	-22	-49	0
COc1cc(C=C2C(=O)OC(C)(C)OC2=O)ccc1OCC(=O)Nc1ccccc1	3	2.5	17	-11	6	16	5	8	0
CN(C)CCOC(c1ccc(Cl)cc1)c1ccccn1 (stereo not given)	0	-1.5	22	-14	-2	-12	-12	-7	0
Cc1ccc(C)c(N(CC(=O)NCCSCc2ccco2)S(C)(=O)=O)c1	3	-0.2	1	-12	-1	-12	-11	-13	-4
CS(=O)(=O)N(CC(=O)NCC1CCCO1)Cc1ccc(Cl)cc1 (stereo not given)	-6	0.0	12	-15	-2	-3	3	-7	0
COc1ccc2nc(SCC(=O)/C(C#N)=C(\C)N)[nH]c2c1	-1	0.3	0	9	2	-9[fluorescence artefact?]	-14	-11	-1
O=C(Nc1ccc(Cl)cc1)c1ccc(Br)cc1F	-3	3.3	-22	-14	11	17	5	-7	0
COc1ccc2oc(=O)c(C(=O)NCc3ccccn3)cc2c1	36	-0.8	8	1	-6	-7	-12	-17	18
O=C(O)C(Cc1cc(Cl)ccc1Cl)Sc1nc2ccccc2[nH]1 (stereo not given)	1	-0.2	5	-4	-10	-16	-3	-6	0
C=CCn1c(COc2cc(C)ccc2C(C)C)nnc1SCC(=O)c1c(N)n(C)c(=O)n(C)c1=O	-8	0.4	-24	-8	-3	16	-20	20	-10
CCN(CC)C(=O)c1ccccc1NC(=O)CN1C(=O)c2ccccc2C1=O	1	7.3	12	2	3	-4	-17	-11	1
CSc1nc2ncnc(N)c2[nH]1	-2	0.3	15	6	-5	-6	-7	-41	1
CCCn1c(N/N=C(C)\C=C\c2ccccc2)nc2c1c(=O)[nH]c(=O)n2C	5	1.7	5	0	-25	-12	-37	-4	33
COCCNC(=O)C(c1cccs1)N(C(=O)Cn1nnc2ccccc21)c1cccc(C)c1 (stereo not given)	1	-0.2	2	-23	6	13[fluorescence artefact?]	-21	6	1
O=C(N/N=C/c1cccs1)c1cccc2cc[nH]c12	-1	1.1	0	-5	-50	1[fluorescence artefact?]	-5	-5	·
COc1ccc(Cc2nnc(Nc3c(C)cccc3C)o2)cc1OC	-1	0.6	16	-13	4	5	-9	-9	-1
CCOc1cc(/C=N/N=C(/N)c2nonc2N)cc(Br)c1OCc1ccc(Cl)cc1	0	0.4	10	-23	-11	-13	-14	-7	1
O=S(=O)(NC1CC1)c1ccc(S(=O)(=O)N(Cc2ccccn2)C2CC2)cc1	-1	0.0	12	-9	7	-4	10	4	0
CC(NC(=O)CSc1n[nH]c(=O)n1C1CC1)C12CC3CC(CC(C3)C1)C2 (stereo not given)	-1	0.0	0	4	2	5	0	-12	1
COc1ccc2nc(NNC(=O)COc3ccccc3)sc2c1	4	1.9	6	-12	4	-17	-11	-14	45
CCCCCC(=O)NNC(=O)Nc1ccccc1	2	1.3	3	-11	-3	-1	6	-8	2

# Next compounds follow:
mol	Runt-SMMHC FRET	zVAD death inh	Hck Nef HTS	Mdm2 ligase inh	TbHK1 inh	14-3-3 Bad PPI	EBV gp42 inh	NCF1 inh	Runt-CBFb FRET
CCn1c(CNC(=O)c2cccs2)nnc1SCC(=O)Nc1cc(Cl)ccc1C	-5	-0.2	0	-1	2	-4[fluorescence artefact?]	-4	-12	0
CCOC(=O)C1CCN(S(=O)(=O)c2nc3nc(C)cc(C)n3n2)CC1	2	0.8	-10	-17	4	1	-5	-4	0
Brc1ccc(/C=N/Nc2ccc3ccccc3n2)cc1	-5	0.3	1	-17	0	0	-5	-16	-1
Cc1c(Cl)cccc1NC(=O)CCCn1nc([N+](=O)[O-])cc1C	2	1.1	12	-12	0	7	-1	-4	0
CCCn1c(C(Cc2ccccc2)NC(=O)COC)nc2ccccc21 (stereo not given)	10	-0.1	-1	-15	-6	-3	-9	-1	-1

# Filtered by structure: those above containing an aryl thioether with sulfur outside any ring
mol	Runt-SMMHC FRET	zVAD death inh	Hck Nef HTS	Mdm2 ligase inh	TbHK1 inh	14-3-3 Bad PPI	EBV gp42 inh	NCF1 inh	Runt-CBFb FRET
O=C(CSc1nc2cc(Cl)ccc2s1)NC1CCCc2ccccc21 (stereo not given)	4	0.5	1	-4	3	-29	-26	-22	0
Cn1c(=O)cc(SCC(=O)NCCC2=CCCCC2)c2cc(Cl)ccc21	-4	0.3	1	10	-11	11	-21	-14	-10
CCOC(=O)Cc1ccc(NS(=O)(=O)c2ccc(SC)cc2)cc1	-2	0.5	2	-1	10	13	10	-9	-2
COc1ccc2nc(SCC(=O)/C(C#N)=C(\C)N)[nH]c2c1	-1	0.3	0	9	2	-9[fluorescence artefact?]	-14	-11	-1
O=C(O)C(Cc1cc(Cl)ccc1Cl)Sc1nc2ccccc2[nH]1 (stereo not given)	1	-0.2	5	-4	-10	-16	-3	-6	0
C=CCn1c(COc2cc(C)ccc2C(C)C)nnc1SCC(=O)c1c(N)n(C)c(=O)n(C)c1=O	-8	0.4	-24	-8	-3	16	-20	20	-10
CSc1nc2ncnc(N)c2[nH]1	-2	0.3	15	6	-5	-6	-7	-41	1
CC(NC(=O)CSc1n[nH]c(=O)n1C1CC1)C12CC3CC(CC(C3)C1)C2 (stereo not given)	-1	0.0	0	4	2	5	0	-12	1
CCn1c(CNC(=O)c2cccs2)nnc1SCC(=O)Nc1cc(Cl)ccc1C	-5	-0.2	0	-1	2	-4[fluorescence artefact?]	-4	-12	0

# Part of the list above, with two lines to a compound.
# Second line of a record: Runt-SMMHC FRET, zVAD death inh, Hck Nef HTS, Mdm2 ligase inh, TbHK1 inh, 14-3-3 Bad PPI, EBV gp42 inh, NCF1 inh, Runt-CBFb FRET
CCCn1c(N/N=C(C)\C=C\c2ccccc2)nc2c1c(=O)[nH]c(=O)n2C
    5, 1.7, 5, 0, -25, -12, -37, -4, 33
O=C(CCCOc1ccccc1)Nc1nncs1
    -2, 0.0, 0, 6, -3, -7, -17, -14, -1
